Screening data from PubChem.
PAX8 reporter: lowers PAX8-driven luciferase in RMG-I cells; RMG-I TPO-luciferase reporter, SteadyGlo, 24 h; inhibition, % at 12.6 µM; hit rate 1.2% among 360,000; AID 652154;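 active = mean replicate inhibition at least 60% with every replicate also reaching 60%; inconclusive = only one of the two criteria is met; inactive = mean below 60% and not all replicates reaching 60%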;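 also: luciferase light reporting Pax8 driven TPO promoter activity; plate controls were median of neutral control wells for no effect and mitoxantrone controls for full effect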
LGR2 inh: blocks bursicon-induced cAMP signaling via Drosophila LGR2; HEK293 LGR2, CRE-luciferase, bursicon-stimulated, 4 h; AID 720647; inhibition, % at 9.99 µM; hit rate 0.35% among 380,000;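 active = drop in luminescence signal, shown as inhibition above about 50% in the replicate tests, limit read from the data, passing the limit was not always enough; inconclusive = probably only some replicates passing the limit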;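 also: agonist challenge used bursicon conditioned medium at about half maximal strength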
SIRT5 inh: blocks human SIRT5 desuccinylation of peptide | hit rate 1.1% among 330,000 | Purified SirT5, succinyl-peptide AMC, trypsin-coupled fluorescence | inhibition, % at 15 µM; in the data active = inhibition above about 15%; inconclusive = no clear call, values can overlap the other calls
Target sequence (Q9NXA8 whole entry, looked up): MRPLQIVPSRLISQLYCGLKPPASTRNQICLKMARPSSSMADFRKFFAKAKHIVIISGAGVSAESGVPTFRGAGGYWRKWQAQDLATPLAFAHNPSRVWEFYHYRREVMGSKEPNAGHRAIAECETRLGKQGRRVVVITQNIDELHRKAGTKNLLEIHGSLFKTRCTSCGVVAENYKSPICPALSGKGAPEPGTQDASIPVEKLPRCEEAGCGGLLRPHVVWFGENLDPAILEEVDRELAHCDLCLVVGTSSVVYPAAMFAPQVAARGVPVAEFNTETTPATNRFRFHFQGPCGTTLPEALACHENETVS
DENV2 CPE: inhibitors of DENV2 cytopathic effect | hit rate 1.7% among 350,000 | CPE inhibition, % at 9.99 µM | DENV2-infected cells, cytopathic effect rescue, plate reader; in the data active = CPE inhibition above about 20%, passing the limit was not always enough; inconclusive = no clear call, values can overlap the other calls; tested in BHK-21 cells;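 also: 0% = median of neutral control wells and 100% = median of positive control wells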
Casp6 inh: blocks human caspase-6 cleavage activity; P55212; purified caspase-6, Z-VEID-R110 cleavage fluorescence; inhibition, % at 12.5 µM; hit rate 0.53% among 350,000; AID 686996;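 active = mean inhibition across replicates at least about 35%, with every replicate also reaching that limit, limit read from the data; inconclusive = only one of the two criteria met; inactive = neither criterion met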;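 also: 0% = median of neutral control wells and 100% = no fluorescence left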
Target sequence (P55212 24-179 limits assumed): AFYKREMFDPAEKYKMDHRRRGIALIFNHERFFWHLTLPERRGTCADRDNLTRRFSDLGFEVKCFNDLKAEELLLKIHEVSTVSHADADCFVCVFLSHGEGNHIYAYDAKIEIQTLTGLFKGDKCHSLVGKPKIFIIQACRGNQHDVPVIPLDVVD
Target sequence (P55212 194-293 limits assumed): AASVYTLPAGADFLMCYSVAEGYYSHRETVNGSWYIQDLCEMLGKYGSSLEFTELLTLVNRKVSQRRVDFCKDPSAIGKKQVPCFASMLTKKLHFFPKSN
EWS-Fli block: blocks EWS/Fli oncoprotein-driven transcription | hit rate 0.67% among 350,000 | AID 651661 | A673 NR0B1-luciferase reporter, viability-normalised | inhibition, % at 12.6 µM;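 active = mean inhibition of at least 50% after viability correction, with every replicate also passing that limit; inconclusive = mean reaches 50% but only one of two replicates passes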;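 also: firefly luciferase signal divided by Alamar Blue viability fluorescence both relative to DMSO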
ARNT-TACC3 inh: disruptors of human ARNT/TACC3 interaction; Q9Y6A5; AlphaScreen His-ARNT PAS-B/GST-TACC3 binding, luminescence; TACC3 fragment carries E629A point mutation; hit rate 0.66% among 390,000; inhibition, % at 9.99 µM;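 active = mean inhibition of replicates at least 50% and at least half of replicates each reaching 50%; inconclusive = half or more replicates reach 50% but mean below 50%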;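 also: 0% = complete ARNT plus TACC3 wells and 100% = ARNT alone without TACC3; many hits fall short of the cut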
Numbers without * were called inactive; ? = inconclusive; / = not tested or not shown; & = joins results of further samples.

SMILES	PAX8 reporter	LGR2 inh	SIRT5 inh	DENV2 CPE	Casp6 inh	EWS-Fli block	ARNT-TACC3 inh
COc1nc(-c2ccccc2)cc(C(F)(F)F)n1	/	/	-1	-5	4	8	-13
CS(=O)(=O)Nc1ccc2c(c1)[C@H]1C[C@H](CC(=O)N3CCOCC3)O[C@H](CO)[C@H]1O2	/	3	-1	1	-3	-2	/
CCCn1c(N)c(C(=O)COC(=O)/C=C/c2ccc(OC(F)F)c(OC)c2)c(=O)[nH]c1=O	/	11	-2	-4	2	0	3
CC(C(=O)O)n1nnc2ccccc21 (configuration not stated)	-4	0	4	-5	-3	1	-3
COc1cccc2cc(C(=O)C3=C(O)C(=O)N(CCN4CCOCC4)C3c3ccc(Cl)cc3)oc12 (configuration not stated)	11	-1	4	2	0	8	7
Cc1cc(C)cc(N(C(C)C(=O)N2CCCC2)S(C)(=O)=O)c1 (configuration not stated)	4	-11	0	11	-3	7	-6
COc1cc(/C=N/N2CCN(c3ccccc3OC)CC2)ccc1OC(C)=O	-19	-2	-4	9	0	-23	8
CCCN1[C@@H]2c3ccc(C4=CCCC4)c(=O)n3C[C@@H]2[C@@H](CO)[C@@H]1C(=O)NCCCN(C)C	/	1	1	3	1	0	-5
O=S(=O)(c1cccnc1)N1CCCC(Nc2ccc(F)c(F)c2)C1 (configuration not stated)	8	/	-3	-10	2	5	/
CN(C)c1ccc(N=Nc2cccc(F)c2)cc1	-117	32	0	-3	2	-96	/
CN(CC(=O)Nc1ccccc1Cl)C(=O)CN1C(=O)C2CCCCC2C1=O (configuration not stated)	7	5	-4	18	2	4	-1
O=S(=O)(Nc1nc2ccccc2nc1Cl)c1ccccc1C(F)(F)F	-13	16	2	1	4	1	-10
CC(=O)Nc1ccc(OCc2ccccc2)cc1[N+](=O)[O-]	-51	-33	0	2	3	-44	-3
NC(c1csc(Nc2ncccn2)n1)C1CCCCC1 (configuration not stated)	-4	-15	-6	-3	-2	-17	/
O=C(C1CCCC1)N1[C@@H](CO)[C@@H](c2ccccc2)C12CN(Cc1cccc(Cl)c1)C2	/	-6	0	16	-4	-2	/
C/C(CC(=O)Nc1ccc(Cl)cc1Cl)=N\NC(=O)C(=O)N1CCCC1	0	5	-8	/	3	4	-8
Cc1cnc(C(=O)OCC(=O)Nc2c(Cl)cc(Cl)cc2Cl)cn1	8	3	-8	1	0	5	-20
O=C(O)C1Nc2c(C(F)(F)F)ccc(Cl)c2C2C=CCC12 (configuration not stated)	1	-13	-1	1	17	12	19
COc1ccc2nc(NNC(=O)c3cc(=O)c4ccccc4o3)sc2c1	-59	-31	0	-7	1	-29	20
CN(Cc1ccccc1)C(=O)c1[nH]cnc1C(=O)NCc1ccc(CNC(=O)OC(C)(C)C)cc1	1	7	/	-19	/	12	5

Reformatted: results already given
Every second line gives: PAX8 reporter	LGR2 inh	SIRT5 inh	DENV2 CPE	Casp6 inh	EWS-Fli block	ARNT-TACC3 inh
- O=S(=O)(c1cccnc1)N1CCCC(Nc2ccc(F)c(F)c2)C1 (configuration not stated)
    8	/	-3	-10	2	5	/
- CN(CC(=O)Nc1ccccc1Cl)C(=O)CN1C(=O)C2CCCCC2C1=O (configuration not stated)
    7	5	-4	18	2	4	-1
- CC(C(=O)O)n1nnc2ccccc21 (configuration not stated)
    -4	0	4	-5	-3	1	-3
- O=C(C1CCCC1)N1[C@@H](CO)[C@@H](c2ccccc2)C12CN(Cc1cccc(Cl)c1)C2
    /	-6	0	16	-4	-2	/

Molecules from the list above containing a COOH group (2):
SMILES	PAX8 reporter	LGR2 inh	SIRT5 inh	DENV2 CPE	Casp6 inh	EWS-Fli block	ARNT-TACC3 inh
CC(C(=O)O)n1nnc2ccccc21 (configuration not stated)	-4	0	4	-5	-3	1	-3
O=C(O)C1Nc2c(C(F)(F)F)ccc(Cl)c2C2C=CCC12 (configuration not stated)	1	-13	-1	1	17	12	19

Following part.
SMILES	PAX8 reporter	LGR2 inh	SIRT5 inh	DENV2 CPE	Casp6 inh	EWS-Fli block	ARNT-TACC3 inh
CCC(C)NC(=O)c1cc(S(=O)(=O)N2CCCCC2)c[nH]1 (configuration not stated)	-5	5	/	11	1	-8	-2
CC(=O)Nc1ccc(S(=O)(=O)N(C)CC(=O)NC2CCCC(C)C2C)cc1 (configuration not stated)	0	-19	-2	/	2	3	-25
CSCCC(NC(=O)c1ccc(Cl)cc1Cl)C(=O)OC(C)C(=O)NCc1ccco1 (configuration not stated)	-4	8	-1	9	4	-7	-4
CC(C1CC2CCC1C2)n1c(-c2cccs2)n[nH]c1=S (configuration not stated)	-18	-4	-4	6	4	-1	2
O=C(O)CCC(=O)NCCc1cccc(Cl)c1	6	-20	-4	1	0	2	3
COC(=O)C1(C)NC(c2ccc(F)cc2)C2C(=O)N(c3ccccc3)C(=O)C21 (configuration not stated)	4	1	-5	12	1	9	-3
COc1ccccc1OCC(=O)Nc1ccc2c(c1)OCO2	-101	-18	-2	19	4	-69	0
O=S(=O)(c1ccc(F)cc1)N1[C@@H]2CNC[C@H]1C2c1ccc(-c2cccnc2)cc1 (some centres not stated)	-8&-12	11&-12	-3&-4	7&-1	-20&-6	-13&-4	/
CCCCNC(=O)COC(=O)c1ccc(NC(C)=O)cc1	10	14	-4	/	3	4	-11
CCCOc1ccc(Oc2nc(-c3ccncc3)nc3ccccc23)cc1	-1	-7	-4	0	-1	8	1
COc1ccccc1NC(=O)CSc1nnc(COc2ccc(Cl)cc2)o1	4	6	1	-4	1	-14	-8
CCCNC(=O)N1CC2(CCN(C(C)=O)CC2)c2c(n(C)c3cc(OC)ccc23)[C@H]1CO	/	7	-5	-3	1	-1	/
COc1ccccc1NC(=O)N1CCCCN2[C@H](CO)[C@H](c3ccc(C#CC4CCCC4)cc3)[C@@H]2C1	33	2	9	-3	-2	6	35
CC(C)(C)n1nnnc1C(c1ccccc1)N1CCCN(Cc2ccc(F)cc2)CC1 (configuration not stated)	-17	-6	-6	0	4	-2	/
O=C(NNC(=O)C(O)(c1ccccc1)c1ccccc1)C1CC1	-11	-3	-7	12	2	4	-6
O=C(OCc1ccccc1)c1ccccc1	/	/	-1	18	-5	-6	-14
CCOc1ccc(C(=O)N/N=C/c2cc(Cl)ccc2[N+](=O)[O-])cc1	-18	21	/	/	/	/	-3
O=C(Cn1ccc2ccccc2c1=O)NCCC(=O)N1CCN(c2ccccc2)CC1	6	-4	-1	8	-2	9	-1
CCO/C=C1\C(=O)N(c2ccc(OCC)cc2)C(=O)c2ccccc21	-7	12	-4	1	1	-3	5
COc1ccc(C(O)c2nc(-c3ccc(F)cc3OC)cs2)cc1 (configuration not stated)	24	-4	2	-3	3	-5	/
O=C(COC(=O)Cn1cnc2ccccc21)Nc1cccc2c1C(=O)c1ccccc1C2=O	33	-10	/	-3	0	23	-2
CC(C)CN(C(=O)COC(=O)c1c2c(nc3ccccc13)CCC2)c1c(N)n(Cc2ccccc2)c(=O)[nH]c1=O	6	23	2	-5	0	11	0
C[C@@H]1CN([C@H](C)CO)C(=O)c2cc(-c3ccccc3F)cnc2O[C@H]1CN(C)C(=O)NC1CCCC1	-3	-8	-4	-3	-1	-7	-6
CN(C(=O)Cn1cc([N+](=O)[O-])ccc1=O)C1CCCCC1	-7	-2	2	-7	2	6	2
COc1ccccc1-c1cc(C(=O)N/N=C\c2cnn(C)c2C)c2ccccc2n1	-9	-4	2	-6	0	-1	-1
CCC1Oc2ccc(C)cc2N(Cc2cccc(C)c2)C1=O (configuration not stated)	/	-5	-1	-7	2	1	-12
C[C@@H]1CCCCO[C@H](CN(C)C(=O)Nc2ccc(C(F)(F)F)cc2)[C@H](C)CN([C@@H](C)CO)C(=O)c2cc(N(C)C)ccc2O1	52	5	5	-22	-1	3	29
CC(=Cc1ccccc1)C=C1SC(=S)N(CCCC(=O)Nc2ccc(C(=O)O)cc2)C1=O	6	-14	27*	8	41*	-43	/
C[C@@H]1CCCCO[C@H](CN(C)C(=O)Nc2ccc3c(c2)OCO3)[C@@H](C)CN([C@H](C)CO)C(=O)c2cc(N(C)C)ccc2O1	-11	-16	1	-11	1	-5	-5
Cc1ccc2nnn(Cc3cccc(C(C)(C)C)c3O)c2c1	-7	-2	/	-13	/	2	12
COc1ccc(C2(c3ccc(OC)cc3)NC(=O)N(CC(=O)Nc3ccccc3C)C2=O)cc1	11	12	1	-11	-1	/	1
Cc1noc(C)c1NC(=O)Nc1ccc2c(c1)C(=O)N([C@H](C)CO)C[C@H](C)[C@H](CN(C)Cc1ccccc1)O2	14	-5	-2	1	0	-5	-24
C/C=C/c1ccc([C@@H]2[C@H](CO)N(C(C)=O)C23CN(C(=O)c2cnccn2)C3)cc1	/	-7	-3	1	2	6	/
O=C(CNC(=O)c1ccc(Br)cc1)c1ccc(Br)cc1	-5	-6	-5	-2	2	-11	-23
COCCOc1cc(COC)nc(-c2cccc(C)c2)n1	-14	11	-1	0	-3	9	-8
COc1ccc(C)cc1NC(=O)CN(c1ccc(C)cc1)S(C)(=O)=O	-14	/	0	-1	1	2	-5
N#C[C@H]1N[C@@H](CO)[C@H]1c1ccc(C2=CCCC2)cc1	-2	-3	-2	11	4	-9	1
COc1ccc(CNC(=O)[C@H](C)N2C(=O)N3CCc4c([nH]c5ccc(OC)cc45)[C@@]3(C)C2=O)cc1	/	/	-1	5	0	-1	-14
Cc1ccc(C(=O)O)cc1NS(=O)(=O)c1ccc2ccccc2c1	2	8	0	0	0	5	8
Cc1nc(-c2cc(-c3nc(-c4ccc(C(F)(F)F)cc4)no3)no2)cs1	-6	3	-2	-3	5	0	-6

Reprinted from the part before: 2 entries, then new ones.
SMILES	PAX8 reporter	LGR2 inh	SIRT5 inh	DENV2 CPE	Casp6 inh	EWS-Fli block	ARNT-TACC3 inh
Cc1ccc(C(=O)O)cc1NS(=O)(=O)c1ccc2ccccc2c1	2	8	0	0	0	5	8
Cc1nc(-c2cc(-c3nc(-c4ccc(C(F)(F)F)cc4)no3)no2)cs1	-6	3	-2	-3	5	0	-6
CC(O/N=C/c1ccccc1OC(F)F)C(=O)Nc1cccc(S(=O)(=O)N2CCOCC2)c1 (configuration not stated)	2	32	/	/	/	/	-5
COc1ccc(-c2cnc3c(c2)C(=O)N([C@@H](C)CO)C[C@@H](C)[C@H](CN(C)S(C)(=O)=O)O3)cc1	/	11	-1	3	-1	-7	-6
O=C(Nc1cc(C(=O)N2CCN(c3ccccc3O)CC2)ccc1Cl)c1cccs1	13	-7	-1	-5	5	1	-5
CCCC(=O)N1CCC1(C)C(=O)NS(=O)(=O)c1cccc(C)c1 (configuration not stated)	-6	2	-4	-2	-2	-5	/
CN(C1CCCCC1)S(=O)(=O)c1ccc(SCC(=O)NC(C)(C)C)nc1	1	15	-3	-4	-1	7	/
O=C(N[C@H]1CC[C@H](CCNS(=O)(=O)c2ccccc2)O[C@@H]1CO)c1cccc(F)c1	11	4	3	14	4	-3	0
Cc1c(Cl)cccc1NC(=O)CSc1nnc(C)n1CC1CCCO1 (configuration not stated)	8	0	-1	?	2	-24	25
O=C(C[C@H]1CC[C@H](NC(=O)C2CCOCC2)[C@@H](CO)O1)NCc1ccncc1	-5	1	-4	-6	4	4	/
CC(Oc1ccc2ccc(=O)oc2c1)C(=O)N1CCOCC1 (configuration not stated)	-5	-7	-2	1	0	4	-11

Filtered by structure: those above with a furan ring, fused or not (two)
SMILES	PAX8 reporter	LGR2 inh	SIRT5 inh	DENV2 CPE	Casp6 inh	EWS-Fli block	ARNT-TACC3 inh
COc1cccc2cc(C(=O)C3=C(O)C(=O)N(CCN4CCOCC4)C3c3ccc(Cl)cc3)oc12 (configuration not stated)	11	-1	4	2	0	8	7
CSCCC(NC(=O)c1ccc(Cl)cc1Cl)C(=O)OC(C)C(=O)NCc1ccco1 (configuration not stated)	-4	8	-1	9	4	-7	-4
